From PubChem BioAssay
TcdB inh = TcdB glycohydrolase inhibitors, primary screen, biochemical, single point, plate reader; Toxin B (Clostridioides difficile), P18177; TcdB glycohydrolase enzymatic assay; inhibition, % at 9.99 µM; actives 0.24% (n = 350,000); AID 652162, 2013; in the data active = inhibition above about 10%
Target sequence (P18177 whole entry, looked up): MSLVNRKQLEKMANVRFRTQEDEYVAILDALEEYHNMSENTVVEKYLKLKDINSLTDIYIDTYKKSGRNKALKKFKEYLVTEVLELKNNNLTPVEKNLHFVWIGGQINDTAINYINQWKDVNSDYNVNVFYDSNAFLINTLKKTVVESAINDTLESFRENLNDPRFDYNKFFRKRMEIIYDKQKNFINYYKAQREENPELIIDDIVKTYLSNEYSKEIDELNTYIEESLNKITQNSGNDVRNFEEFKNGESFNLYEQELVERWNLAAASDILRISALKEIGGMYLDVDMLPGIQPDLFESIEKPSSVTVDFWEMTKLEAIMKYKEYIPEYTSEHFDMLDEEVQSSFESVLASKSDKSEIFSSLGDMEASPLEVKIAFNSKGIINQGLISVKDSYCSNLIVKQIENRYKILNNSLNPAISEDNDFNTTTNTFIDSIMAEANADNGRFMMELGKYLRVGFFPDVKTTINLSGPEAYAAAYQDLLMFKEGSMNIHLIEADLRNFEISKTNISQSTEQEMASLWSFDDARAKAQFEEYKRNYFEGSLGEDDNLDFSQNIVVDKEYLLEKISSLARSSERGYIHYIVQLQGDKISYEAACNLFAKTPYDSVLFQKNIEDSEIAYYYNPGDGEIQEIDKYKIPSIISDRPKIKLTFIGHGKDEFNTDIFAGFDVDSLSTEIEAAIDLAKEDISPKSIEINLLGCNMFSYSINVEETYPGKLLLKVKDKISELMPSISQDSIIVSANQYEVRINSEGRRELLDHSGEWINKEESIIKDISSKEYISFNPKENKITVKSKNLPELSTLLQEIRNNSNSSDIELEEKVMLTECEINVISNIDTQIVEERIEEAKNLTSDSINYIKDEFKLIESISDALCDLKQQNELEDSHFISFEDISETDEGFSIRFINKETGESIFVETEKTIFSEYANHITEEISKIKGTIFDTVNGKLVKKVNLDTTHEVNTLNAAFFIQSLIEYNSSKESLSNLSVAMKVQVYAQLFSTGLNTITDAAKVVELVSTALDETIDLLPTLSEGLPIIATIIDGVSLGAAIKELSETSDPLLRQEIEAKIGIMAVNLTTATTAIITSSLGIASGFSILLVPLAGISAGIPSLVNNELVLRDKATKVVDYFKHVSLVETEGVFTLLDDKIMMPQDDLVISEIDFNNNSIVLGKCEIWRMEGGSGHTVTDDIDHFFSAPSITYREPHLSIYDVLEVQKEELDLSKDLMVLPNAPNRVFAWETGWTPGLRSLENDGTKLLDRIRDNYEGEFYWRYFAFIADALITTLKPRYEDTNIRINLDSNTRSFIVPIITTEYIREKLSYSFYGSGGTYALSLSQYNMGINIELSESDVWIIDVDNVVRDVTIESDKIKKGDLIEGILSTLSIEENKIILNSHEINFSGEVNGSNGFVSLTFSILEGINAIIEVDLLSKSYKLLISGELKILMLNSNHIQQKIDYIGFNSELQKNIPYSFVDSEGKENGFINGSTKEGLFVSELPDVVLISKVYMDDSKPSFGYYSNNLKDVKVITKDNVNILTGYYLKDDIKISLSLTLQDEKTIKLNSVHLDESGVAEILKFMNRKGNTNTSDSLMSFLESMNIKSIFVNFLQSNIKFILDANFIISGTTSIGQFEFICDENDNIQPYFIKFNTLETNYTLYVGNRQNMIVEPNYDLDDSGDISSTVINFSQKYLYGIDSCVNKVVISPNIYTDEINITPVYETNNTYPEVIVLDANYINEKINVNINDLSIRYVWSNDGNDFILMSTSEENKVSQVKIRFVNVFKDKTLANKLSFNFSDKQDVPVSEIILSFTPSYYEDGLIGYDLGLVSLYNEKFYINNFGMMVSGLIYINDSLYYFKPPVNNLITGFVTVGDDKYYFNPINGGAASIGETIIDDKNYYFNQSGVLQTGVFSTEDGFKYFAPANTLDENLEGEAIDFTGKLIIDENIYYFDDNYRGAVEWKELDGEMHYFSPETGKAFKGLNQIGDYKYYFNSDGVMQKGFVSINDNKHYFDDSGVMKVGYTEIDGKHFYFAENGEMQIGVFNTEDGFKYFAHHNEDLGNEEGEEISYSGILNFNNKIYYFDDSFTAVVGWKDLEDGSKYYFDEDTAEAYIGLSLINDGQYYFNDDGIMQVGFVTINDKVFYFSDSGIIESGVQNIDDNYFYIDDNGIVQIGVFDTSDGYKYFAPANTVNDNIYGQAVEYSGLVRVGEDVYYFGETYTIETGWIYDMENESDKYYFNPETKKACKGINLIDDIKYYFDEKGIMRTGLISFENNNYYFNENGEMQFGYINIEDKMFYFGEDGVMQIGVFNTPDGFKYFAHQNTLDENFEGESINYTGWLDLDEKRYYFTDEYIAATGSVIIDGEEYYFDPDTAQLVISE
The depositor's hits bear a star; & = joins results of further samples. Only part of the results is shown. The share of hits here may be higher or lower than overall.

SMILES	TcdB inh
COc1cccc(NC(=O)N(C)C[C@@H]2Oc3cc(C#CC4(O)CCCC4)ccc3S(=O)(=O)N([C@@H](C)CO)C[C@H]2C)c1	0.3
COc1ccc(S(=O)(=O)N(C)C[C@@H]2Oc3cc(C#CC4CCCC4)ccc3S(=O)(=O)N([C@@H](C)CO)C[C@@H]2C)cc1	-1.2
CNC(=O)C[C@@H]1CC[C@@H]2[C@H](COc3ccc(NC(=O)Nc4ccc(F)cc4)cc3C(=O)N2C)O1	0.9
C[C@@H]1CN([C@@H](C)CO)C(=O)c2cccc(NC(=O)Nc3ccc(F)cc3)c2O[C@@H]1CN(C)C(=O)Nc1cccc2ccccc12	0.3
O=C([C@H]1[C@H](CO)[C@H]2Cn3c(cccc3=O)[C@H]2N1CC1CCCC1)N1CCc2ccccc2C1	0.2
C[C@H](CO)N1C[C@H](C)[C@@H](CN(C)S(=O)(=O)c2ccc(Cl)cc2)Oc2c(NC(=O)NC3CCCCC3)cccc2C1=O	1.1
O=C(Nc1ccc(Cl)cc1)N[C@H]1CC[C@@H](CCn2cc(-c3ccccc3F)nn2)O[C@H]1CO	-1.6
C[C@H](CO)N1C[C@H](C)[C@@H](CN(C)C(=O)C2CCC2)Oc2ncc(-c3ccccc3F)cc2C1=O	-0.1
CC(C)NC(=O)N1CC2(C1)[C@H](c1ccccc1)[C@@H](CO)N2Cc1cccnc1	-0.7
N#C[C@H]1[C@@H](c2ccc(C3=CCCCC3)cc2)[C@H](CO)N1C(=O)c1cccc(F)c1	-1.1
COCC(=O)Nc1ccc2c(c1)OC[C@@H](C)N(C(=O)c1ccccc1)C[C@@H](C)[C@@H](OC)CN(C)C2=O	2.2
C[C@H]1CN([C@@H](C)CO)C(=O)Cc2cc(NC(=O)Cc3cn(C)c4ccccc34)ccc2O[C@H]1CN(C)CC1CCCCC1	0.7
Cn1cnc(S(=O)(=O)N2C[C@H](O)COC[C@H]3O[C@H](CC(=O)NCc4ccc(F)cc4)CC[C@@H]32)c1	1.0
COc1ccc(S(=O)(=O)Nc2ccc3c(c2)C(=O)N([C@@H](C)CO)C[C@H](C)[C@H](CN(C)C(=O)Nc2ccc(C(F)(F)F)cc2)O3)cc1	-2.9
COc1ccccc1S(=O)(=O)N[C@H]1CC[C@@H](CCNC(=O)C2CCCCC2)O[C@@H]1CO	-0.5
CO[C@H]1CN(C)C(=O)c2cc(NS(C)(=O)=O)ccc2OC[C@H](C)N(C(=O)C2CC2)C[C@H]1C	-1.2
O=C(NCC1CC1)[C@H]1[C@H](CO)[C@H]2Cn3c(ccc(-c4cccc(F)c4)c3=O)[C@H]2N1CC1CCCC1	-0.3
C[C@@H]1CCCCO[C@H](CN(C)C(=O)Nc2ccc(C(F)(F)F)cc2)[C@H](C)CN([C@@H](C)CO)C(=O)c2cc(NC(=O)Nc3ccc4c(c3)OCO4)ccc2O1	-0.7
C[C@@H]1CCCCO[C@H](CN(C)Cc2ccc(C(=O)O)cc2)[C@@H](C)CN([C@H](C)CO)C(=O)c2cc(NC(=O)Nc3ccc(F)cc3)ccc2O1	0.3
C[C@H](CO)N1C[C@H](C)[C@@H](CN(C)S(=O)(=O)c2cccs2)Oc2ccc(NC(=O)Nc3ccc(F)cc3)cc2C1=O	-0.9
C[C@@H]1CN([C@H](C)CO)C(=O)c2cc(NC(=O)C3CCCCC3)ccc2O[C@@H](C)CCCCO[C@H]1CN(C)C(=O)c1ccncc1	-0.4
Cc1ccc(S(=O)(=O)Nc2ccc3c(c2)C(=O)N([C@H](C)CO)C[C@H](C)[C@@H](CN(C)C(=O)Nc2c(C)noc2C)OCCCC[C@H](C)O3)cc1	1.6
Cc1noc(C)c1S(=O)(=O)Nc1ccc2c(c1)C(=O)N([C@@H](C)CO)C[C@@H](C)[C@H](CN(C)C(=O)Nc1cccc3ccccc13)OCCCC[C@@H](C)O2	-0.6
C[C@@H]1CN([C@@H](C)CO)C(=O)Cc2cc(NS(C)(=O)=O)ccc2O[C@@H]1CN(C)Cc1ccc2c(c1)OCO2	1.2
CN1CCN(C(=O)C[C@H]2CC[C@@H]3[C@H](COc4ccc(NC(=O)C5CC5)cc4C(=O)N3C)O2)CC1	0.0

Some of the entries so far, comma-delimited:
SMILES,TcdB inh
C[C@@H]1CN([C@H](C)CO)C(=O)c2cc(NC(=O)C3CCCCC3)ccc2O[C@@H](C)CCCCO[C@H]1CN(C)C(=O)c1ccncc1,-0.4
Cc1ccc(S(=O)(=O)Nc2ccc3c(c2)C(=O)N([C@H](C)CO)C[C@H](C)[C@@H](CN(C)C(=O)Nc2c(C)noc2C)OCCCC[C@H](C)O3)cc1,1.6

Following part.
SMILES	TcdB inh
COc1ccc(S(=O)(=O)N(C)C[C@@H]2OCc3cn(nn3)CCCC(=O)N([C@@H](C)CO)C[C@@H]2C)cc1	-0.2
c1cc(-c2ccc(C3[C@H]4CNC[C@@H]3N4CC3CCCC3)cc2)ccn1 (stereo partly specified)	0.0
COc1ccc2c3c([nH]c2c1)[C@H](CO)N(C(=O)C1CCC1)CC31CCN(C(=O)NC(C)C)CC1	1.2
CC(C)NC(=O)N1CC[C@@H]2[C@H]1c1cc(-c3ccc(F)cc3)ccc1N(C)[C@@H]2CO	-0.4
C[C@@H]1CN([C@H](C)CO)C(=O)Cc2cc(NC(=O)C3CC3)ccc2O[C@H]1CN(C)C(=O)Nc1ccccc1	0.5
CCCNC(=O)N1CC2(C1)CN(Cc1cccc(OC)c1)[C@@H](CO)c1[nH]c3cc(OC)ccc3c12	0.1
C(=C\c1ccc(C2[C@@H]3CN(Cc4cccnc4)C[C@H]2N3)cc1)/c1ccccc1 (stereo partly specified)	-0.4&0.4
C[C@H]1CN([C@@H](C)CO)C(=O)c2cc(C#CCN(C)C)cnc2O[C@@H]1CN(C)C(=O)c1ccc(F)cc1	0.1
C[C@@H]1CN([C@H](C)CO)C(=O)c2cc(C3=CCCCC3)cnc2O[C@@H]1CN(C)C(=O)Nc1ccc(F)cc1	1.2
CO[C@@H]1CN(C)C(=O)c2cc(NS(=O)(=O)c3ccc(C)cc3)ccc2OC[C@@H](C)N(C)C[C@@H]1C	-0.1
COc1ccc(S(=O)(=O)N(C)C[C@@H]2Oc3ccc(NC(=O)Nc4cccc5ccccc45)cc3C(=O)N([C@@H](C)CO)C[C@@H]2C)cc1	-0.4
O=C(c1ccncc1)N1CC(=O)N2[C@H](CO)[C@@H](c3ccc(-c4ccccc4)cc3)[C@@H]2C1	-0.3
O=C(CCN1CCCCC1)N[C@H]1CC[C@H](CCNS(=O)(=O)c2ccc(F)cc2)O[C@@H]1CO	0.6
CC(C)NC(=O)Nc1ccc2c(c1)C(=O)N([C@@H](C)CO)C[C@@H](C)[C@@H](CN(C)S(C)(=O)=O)OCCCC[C@@H](C)O2	-8.2
CO[C@@H]1CN(C)C(=O)c2cc(NC(=O)C3CCC3)ccc2OC[C@@H](C)N(C(=O)NC(C)C)C[C@@H]1C	0.1
COc1ccc(S(=O)(=O)N[C@H]2C=C[C@H](CC(=O)N3CCC(Cc4ccccc4)CC3)O[C@H]2CO)cc1	-0.6
C[C@@H]1CCCCO[C@H](CN(C)Cc2ccc(C(=O)O)cc2)[C@H](C)CN([C@H](C)CO)C(=O)c2cc(NC(=O)Cc3ccccc3)ccc2O1	-0.3
CC(C)NC(=O)N(C)C[C@H]1Oc2c(NC(=O)c3nc4ccccc4s3)cccc2C(=O)N([C@@H](C)CO)C[C@H]1C	0.9
CCCNC(=O)N1CC2(CN(C(=O)C3CCCC3)C2)c2c([nH]c3cc(OC)ccc23)[C@@H]1CO	1.2
C[C@H]1CN([C@@H](C)CO)C(=O)Cc2cc(NC(=O)Nc3ccc(C(F)(F)F)cc3)ccc2O[C@H]1CN(C)S(=O)(=O)c1ccccc1	1.0
CNC[C@H]1OCCCC[C@@H](C)Oc2ccc(NC(=O)Nc3ccc4c(c3)OCO4)cc2C(=O)N([C@H](C)CO)C[C@H]1C	-0.9
CC(C)CC#Cc1cnc2c(c1)C(=O)N([C@@H](C)CO)C[C@@H](C)[C@H](CN(C)Cc1cncnc1)O2	1.2
O=C(Nc1ccccc1F)N[C@H]1CC[C@H](CC(=O)N2CCCCC2)O[C@@H]1CO	0.5
CCCNC(=O)N[C@@H]1CC[C@@H](CCn2cc(C3CC3)nn2)O[C@@H]1CO	0.2
C[C@@H]1CN([C@@H](C)CO)C(=O)Cc2cc(NS(=O)(=O)c3ccccc3)ccc2O[C@H]1CN(C)Cc1ccc(-c2ccccc2)cc1	1.2
SMILES	TcdB inh
O=C(C[C@H]1C[C@@H]2c3cc(NC(=O)NC4CCCC4)ccc3O[C@@H]2[C@H](CO)O1)NCc1ccc(Cl)cc1	-1.0
CCCC#Cc1ccc([C@H]2[C@H](CO)N3C(=O)CN(C(=O)NC4CCCC4)C[C@@H]23)cc1	0.0
CC(C)(O)C#Cc1ccc([C@H]2[C@H](CO)N3CCCCN(C(=O)c4cccnc4)C[C@@H]23)cc1	0.7
CO[C@@H](CN(C)Cc1cc(F)ccc1F)[C@@H](C)CN(C(=O)Nc1ccc(F)cc1)[C@@H](C)CO	-0.6
CCC(=O)Nc1ccc2c(c1)C(=O)N(C)[C@@H]1CC[C@H](CC(=O)NCc3ccc(OC)cc3)O[C@@H]1CO2	-1.3
C[C@@H]1CN([C@@H](C)CO)C(=O)c2cccc(NC(=O)c3ccc(-c4nccs4)cc3)c2O[C@@H]1CN(C)S(=O)(=O)c1cccs1	0.3
O=C(NCC(F)(F)F)[C@@H]1[C@@H](CO)[C@@H]2Cn3c(ccc(-c4ccncc4)c3=O)[C@@H]2N1Cc1ccncc1	-0.4
CC=Cc1ccc2n(c1=O)C[C@H]1[C@H](CO)[C@@H](C(=O)NCc3ccccc3)N(Cc3cncnc3)[C@@H]21 (mixture of isomers)	0.5
C[C@@H]1CN([C@@H](C)CO)C(=O)c2cccc(NC(=O)c3nc4ccccc4s3)c2O[C@@H]1CN(C)S(=O)(=O)c1cccs1	-1.6
C[C@@H]1CN([C@@H](C)CO)C(=O)c2cc(C#CC3CC3)cnc2O[C@H]1CN(C)S(C)(=O)=O	1.1
COc1ccccc1C#Cc1ccc2c(c1)[C@H]1NCC[C@H]1[C@@H](CO)N2	0.4
C[C@H]1CN([C@@H](C)CO)C(=O)c2cccc(NC(=O)Nc3ccc4c(c3)OCO4)c2O[C@H]1CN(C)Cc1ccc(C(=O)Nc2ccccc2N)cc1	-0.5
CNC(=O)C[C@H]1CC[C@@H]2[C@H](COC[C@H](O)CN2C(=O)c2ccccn2)O1	1.2
COc1ccc(C#Cc2cnc3c(c2)C(=O)N([C@H](C)CO)C[C@H](C)[C@@H](CN(C)C(=O)CC2CC2)O3)cc1	-9.5
Cc1ccc(S(=O)(=O)N(C)C[C@@H]2OCc3ccccc3-c3ccccc3C(=O)N([C@@H](C)CO)C[C@@H]2C)cc1	1.3
O=C(NC1CCCCC1)N[C@H]1CC[C@H](CCNS(=O)(=O)c2ccc(F)cc2)O[C@@H]1CO	-1.4
COc1ccccc1-c1cn(CC[C@@H]2CC[C@@H](NC(=O)C3CCOCC3)[C@H](CO)O2)nn1	0.0
C[C@@H]1CCCCO[C@@H](CN(C)C(=O)c2ccccc2)[C@H](C)CN([C@@H](C)CO)C(=O)c2cc(NS(=O)(=O)c3ccc(F)cc3)ccc2O1	0.3
O=C(C[C@@H]1CC[C@@H](NC(=O)Nc2cc(F)ccc2F)[C@@H](CO)O1)Nc1ccccc1	-1.5
Cc1cc(C(=O)Nc2cccc3c2O[C@@H](CN(C)Cc2ccc(-c4ccccc4)cc2)[C@@H](C)CN([C@H](C)CO)C3=O)n(C)n1	0.9
COCCNC(=O)C[C@@H]1C[C@@H]2c3cc(NC(=O)Nc4ccccc4)ccc3O[C@@H]2[C@H](CO)O1	0.1
C[C@H](CO)N1C[C@H](C)[C@H](CN(C)Cc2ccc(Oc3ccccc3)cc2)Oc2ccc(N(C)C)cc2CC1=O	-0.6
CC(C)C(=O)Nc1ccc2c(c1)C(=O)N(C)[C@H]1CC[C@H](CC(=O)NCc3ccccc3)O[C@H]1CO2	-4.2
C[C@@H]1CN([C@@H](C)CO)C(=O)Cc2cc(NC(=O)c3ccncc3)ccc2O[C@H]1CN(C)S(=O)(=O)c1ccc(F)cc1	-1.7
COc1ccc(C(=O)Nc2ccc3c(c2)C(=O)N(C)C[C@H](OC)[C@H](C)CN(C(C)=O)[C@@H](C)CO3)cc1	-1.0
COc1ccccc1-c1cnc2c(c1)C(=O)N([C@H](C)CO)C[C@H](C)[C@H](CN(C)Cc1ccc(F)cc1)O2	-1.7
Cc1noc(C)c1NC(=O)N(C)C[C@H]1Oc2ccc(NC(=O)CCC(F)(F)F)cc2CC(=O)N([C@H](C)CO)C[C@@H]1C	0.4
COc1ccc2c3c(n(C)c2c1)[C@@H](CO)N(Cc1ccccc1)CC31CN(C(=O)Nc2cccc(F)c2)C1	0.7
Cc1noc(C)c1NC(=O)Nc1ccc2c(c1)C(=O)N([C@H](C)CO)C[C@H](C)[C@@H](CN(C)Cc1ccc(C(F)(F)F)cc1)O2	-6.2

As a working copy, six of the compounds above:
SMILES	TcdB inh
O=C(C[C@H]1C[C@@H]2c3cc(NC(=O)NC4CCCC4)ccc3O[C@@H]2[C@H](CO)O1)NCc1ccc(Cl)cc1	-1.0
CCCC#Cc1ccc([C@H]2[C@H](CO)N3C(=O)CN(C(=O)NC4CCCC4)C[C@@H]23)cc1	0.0
CC(C)(O)C#Cc1ccc([C@H]2[C@H](CO)N3CCCCN(C(=O)c4cccnc4)C[C@@H]23)cc1	0.7
CO[C@@H](CN(C)Cc1cc(F)ccc1F)[C@@H](C)CN(C(=O)Nc1ccc(F)cc1)[C@@H](C)CO	-0.6
CCC(=O)Nc1ccc2c(c1)C(=O)N(C)[C@@H]1CC[C@H](CC(=O)NCc3ccc(OC)cc3)O[C@@H]1CO2	-1.3
C[C@@H]1CN([C@@H](C)CO)C(=O)c2cccc(NC(=O)c3ccc(-c4nccs4)cc3)c2O[C@@H]1CN(C)S(=O)(=O)c1cccs1	0.3
